HTR5A ag ctr: counter-screen for OPRM1-OPRD1 agonists: human HTR5A agonism; P47898; HTR5A agonist assay, luminescence, cell-based; activation, % at 9.3 µM; 340,000 compounds, 0.61% hits; AID 504692; in the data active = activation mostly above about 9.5%, no sharp cut-off; inactive = mostly below about 7.6%;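 note: 0% = cells with vehicle only and 100% = reference agonist; strong numbers were not always called active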
PKA-R1A act: activators of PKA-R1A complex; PKA-R1A dissociation, Cy5-IP20 fluorescence polarization; scaled: DMSO 0%, 113 µM cGMP 100%; 340,000 compounds, 0.083% hits; P00514+P68181; activation, % at 11.4 µM;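 active = percent activation above the mean of all tested compounds plus 3 SD, cut at about 19% in these data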;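 note: higher means more PKAc released from R1A so a rise in polarization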
DAGLB inh: blocks human DAGLB lipase activity | inhibition, % at 5.17 µM | AID 504411 | 340,000 compounds, 0.059% hits | Q8NCG7 | HEK293T DAGLB membrane lysate, EnzChek fluorogenic substrate; in the data active = inhibition above about 34%;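 note: 0% = enzyme with vehicle and 100% = wells lacking enzyme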
Target sequence (Q8NCG7 whole entry, looked up): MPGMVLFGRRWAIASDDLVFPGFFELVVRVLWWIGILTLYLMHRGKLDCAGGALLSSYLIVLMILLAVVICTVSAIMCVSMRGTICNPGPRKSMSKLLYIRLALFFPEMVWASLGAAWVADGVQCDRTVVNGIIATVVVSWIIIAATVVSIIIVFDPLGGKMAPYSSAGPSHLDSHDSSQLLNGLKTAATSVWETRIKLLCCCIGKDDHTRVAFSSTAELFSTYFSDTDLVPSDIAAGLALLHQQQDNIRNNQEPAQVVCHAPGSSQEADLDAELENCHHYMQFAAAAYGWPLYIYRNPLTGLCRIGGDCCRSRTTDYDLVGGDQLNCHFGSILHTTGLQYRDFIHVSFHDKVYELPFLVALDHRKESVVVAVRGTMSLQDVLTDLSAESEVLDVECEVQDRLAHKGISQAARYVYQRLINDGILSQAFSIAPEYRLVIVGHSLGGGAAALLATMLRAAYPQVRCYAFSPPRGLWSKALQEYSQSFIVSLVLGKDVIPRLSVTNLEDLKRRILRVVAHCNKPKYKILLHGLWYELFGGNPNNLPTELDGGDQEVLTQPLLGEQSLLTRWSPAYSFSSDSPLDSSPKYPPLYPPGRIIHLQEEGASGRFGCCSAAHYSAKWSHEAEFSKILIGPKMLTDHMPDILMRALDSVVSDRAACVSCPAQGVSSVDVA
DSG3 Ab inh: blocks pemphigus antibody binding to human desmoglein-3 | 310,000 compounds, 0.48% hits | DSG3-coupled beads, scFv-anti-DSG3-GFP binding, flow cytometry; active compounds read low | binding (percent of control), % at 10 µM | P32926;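 active = binding more than 3 SD below its plate's average and above zero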;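 note: hits lower antibody fragment binding to DSG3; some compounds called inactive have numbers as strong as hits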
PKA-R2B activ: PKA-R2B complex activation. P22694+P31323. PKA-R2B holoenzyme dissociation, Cy5-IP20 fluorescence polarization; R2B truncated from residue 108, S112A mutant; 0% DMSO only, 100% 113 µM cGMP. activation, % at 11.4 µM. 340,000 compounds, 0.079% hits;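 active = activation above a cutoff set at the mean over all compounds plus 3 SD, cut at about 18% in these data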;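 note: higher means more holoenzyme dissociation and a rise in polarization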
Target sequence (P31323 whole entry, looked up, other chains not shown, the tested form may be a part): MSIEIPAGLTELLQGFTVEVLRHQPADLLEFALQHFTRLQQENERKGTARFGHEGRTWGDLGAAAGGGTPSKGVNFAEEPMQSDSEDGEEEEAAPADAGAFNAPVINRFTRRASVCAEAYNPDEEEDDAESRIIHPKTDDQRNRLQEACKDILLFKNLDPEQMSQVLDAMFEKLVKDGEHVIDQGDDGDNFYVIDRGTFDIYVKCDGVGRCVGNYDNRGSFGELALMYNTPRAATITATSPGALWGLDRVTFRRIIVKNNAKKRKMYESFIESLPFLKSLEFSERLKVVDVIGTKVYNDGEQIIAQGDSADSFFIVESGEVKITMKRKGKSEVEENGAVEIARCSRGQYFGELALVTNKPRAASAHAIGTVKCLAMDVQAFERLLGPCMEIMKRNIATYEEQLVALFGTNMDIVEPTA
V-ATPase pH: alters yeast V-ATPase proton transport. S. cerevisiae, pHLuorin cytosolic pH fluorescence. response, % at 10 µM. 350,000 compounds, 0.37% hits. AID 504577; in the data active = response mostly above about 7.3%, no sharp cut-off; inactive = mostly below about 5.4%; note: actives read high; inactives centre near 0; some compounds called inactive have numbers as strong as hits; reference of the scale not given here
HTR5A inv ctr: counter-screen for OPRM1-OPRD1 inverse agonists: human HTR5A inverse agonism; 340,000 compounds, 0.083% hits; P47898; HTR5A cell line, luminescence; inhibition, % at 9.3 µM; in the data active = inhibition mostly above about 23%, no sharp cut-off; inactive = mostly below about 18%;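 note: 0% = cells with DMSO and 100% = no-cell wells with DMSO; some compounds called inactive have numbers as strong as hits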
MOR-DOR ag: OPRM1-OPRD1 heterodimerization agonism; P35372+P41143; cells, luminescence; activation, % at 9.3 µM; 340,000 compounds, 0.3% hits; AID 504326; in the data active = activation above about 18%;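 note: 0% = vehicle-treated cells and 100% = reference agonist; values of inactives mirror those of a sister screen read the other way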
Arrestin-AP2 inh: inhibitors of human beta-arrestin and AP2 interaction; FITC-arrestin peptide / GST-AP2 beads, flow cytometry; AP2 beta2 appendage carries R879A mutation; inhibition, % at 10 µM; 340,000 compounds, 0.31% hits; AID 504490;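 active = inhibition above a set limit, near 3 SD of compounds lacking own fluorescence, cut at about 54% in these data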;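 note: plate controls were DMSO wells for no effect and 5 µM unlabelled arrestin peptide for full effect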
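System: GST-AP2 R879A glutathione beads; medium: PBS, Tween 20 0.05%, BSA 0.1%; reagent: fluorescein-tagged arrestin peptide at 50 nM final; schedule: pre-incubation 12 min, peptide binding 1 h, room temperature; detection: flow cytometry, FL1 (488/535 nm); read-out: inhibition as reduced fluorescein signal on beads, percent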
OPRM1-OPRD1 inv: mu-delta opioid heterodimer inverse agonism; cell-based MOR-DOR heterodimer luminescence; inhibition, % at 9.3 µM; 340,000 compounds, 0.21% hits; in the data active = inhibition above about 22%, passing the limit was not always enough;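 note: 0% = cells with DMSO and 100% = wells without cells with DMSO; values of inactives mirror those of a sister screen read the other way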
Starred values were filed as active, the others as inactive; / = not tested or not shown; & = joins results of further samples.

SMILES	HTR5A ag ctr	PKA-R1A act	DAGLB inh	DSG3 Ab inh	PKA-R2B activ	V-ATPase pH	HTR5A inv ctr	MOR-DOR ag	Arrestin-AP2 inh	OPRM1-OPRD1 inv
CCOC(=O)C1CCN(C(=O)COc2ccc(N(C)S(=O)(=O)c3ccc(C)cc3)cc2)CC1	-10.6	-5.7	-2.0	108.0	-11.5	0.5	-9.9	-1.8	-10.8	8.6
COc1ccccc1Oc1ccc(S(=O)(=O)N2CCCCC2)cc1NC(=O)CCNC(C)=O	1.9	-1.7	2.9	/	4.6	-2.3	-3.6	0.1	6.5	-0.6
O=C(c1ccc([N+](=O)[O-])cc1Cl)N1CCN(Cc2ccccc2)CC1	/	-3.1	-0.8	102.5	1.8	-0.4	/	/	/	/
O=C(NC1CCCCCC1)c1ccc(CS(=O)Cc2ccccc2Cl)o1 (configuration not stated)	2.4	-0.6	1.2	98.6	-0.2	0.2	-27.9	0.7	1.1	-3.6
Clc1ccc(C(c2nnnn2CCc2ccccc2)N2CCSCC2)cc1 (configuration not stated)	2.5	-6.6	-8.0	/	-4.8	0.7	-2.2	0.2	-2.1	-1.5
Cc1ccc(C(=O)c2ccc(O)cc2)cc1C	1.7	-6.7	-1.8	/	0.5	-0.8	-4.3	1.0	20.2	-6.1
Cc1cc(Cl)ccc1C(=O)C1CCCN(C(=O)c2ccsc2)C1 (configuration not stated)	0.2	2.6	-4.6	/	7.8	-1.8	21.9	-1.6	-6.2	8.3
COc1c(Cl)cc(Cl)cc1C(=O)Nc1ccccc1N1CCN(C(C)=O)CC1	-5.1	-11.5	-0.3	99.7	-1.2	3.8	11.2	0.0	16.1	0.1
CCOc1cc(C(=O)OCC(=O)Nc2cc(C)on2)ccc1OCC(C)C	-1.8	-5.1	-1.6	79.0	-3.7	-1.0	18.6	-1.1	9.4	5.6
Cn1c(Cn2c(=O)sc3ccccc32)nnc1SCc1cccc(F)c1	-0.9	-3.8	-1.8	110.3	-2.8	-1.5	2.4	-1.6	16.2	8.1
CC(=O)NC(CSC(CC(=O)c1ccco1)c1ccc(C)cc1)C(=O)O (configuration not stated)	-2.0	-6.6	-0.5	98.5	1.9	0.8	5.8	-3.6	9.9	18.6
COC(C[C@@H](O)C[C@H](O)[C@@H](C)OCc1ccccc1)OC	3.7	4.0	-3.2	105.6	-19.6	2.2	12.6	-2.9	5.3	15.9
Cn1c(SCc2ccccc2)nnc1-c1c[nH]c2ccccc12	-4.8	5.0	3.3	108.0	6.8	1.9	9.2	-1.1	5.9	6.2
Cc1ccc2cccc([N+](=O)[O-])c2n1	/	-1.0	3.6	101.7	0.9	-2.2	/	/	/	/
Nc1c(Cl)cc(S(N)(=O)=O)cc1S(N)(=O)=O	-1.6	-9.7	-1.4	/	-0.8	1.6	5.5	-5.2	4.5	23.7
CCN(CC)C(=O)C1=C(C)N(CCCN2CCCC2=O)C(=O)C(CC(=O)NCCCCc2ccccc2)C1 (configuration not stated)	/	-0.8	1.9	109.4	5.2	1.8	/	/	/	/
N#Cc1ccc(OCC(=O)N/N=C/C2CC=CCC2)cc1 (configuration not stated)	-3.6	-1.2	-3.9	94.8	-5.8	-1.7	20.4	-1.1	-2.0	5.8
O=S(=O)(c1cccc(-c2cn3cccnc3n2)c1)N1CCCCCC1	2.4	0.6	3.4	106.8	-5.1	2.2	-5.9	-1.9	61.2*	9.2
O=C(CSc1nc2ccccc2n1CC(=O)N1CCCCC1)N1CCCCC1	/	0.2	-1.2	91.2	-8.8	1.7	/	/	-1.8	/
COc1cc(NC2c3ncccc3C(=O)N2Cc2ccco2)cc(OC)c1 (configuration not stated)	-1.6	-10.0	5.9	135.0	-9.0	-3.5	14.2	-1.7	-9.2	9.9
COc1ccc(-c2nc(=S)c3ccc4ccccc4c3[nH]2)cc1	-1.4	-3.1	-1.8	96.1	-2.9	-1.8	3.6	2.2	-4.2	-10.0
CN(C)CCNC(=O)c1onc(CSc2ccncc2)c1C(=O)NCCN(C)C	4.6	-6.2	-1.7	99.0	-6.2	-5.1	-8.1	-2.8	-3.2	15.2
O=C(CN(c1ccc2c(c1)OCCO2)S(=O)(=O)c1ccccc1)NCc1ccc(Cl)cc1	0.3	-4.1	-1.0	121.4	-2.0	-2.3	-5.7	-0.2	-11.1	0.9
Cc1ccccc1C(=O)NC1CCN(Cc2nnnn2Cc2ccccc2)CC1	-2.8	5.4	-1.4	103.0	-0.6	1.4	8.1	-2.0	1.7	10.1
CCOC(=O)c1ccc(N(C(=O)c2ccco2)C(C(=O)NC2CCCC2)c2ccncc2)cc1 (configuration not stated)	-0.8	4.3	-2.2	95.5	6.9	-5.3	-3.0	-1.1	15.1	6.9
Cc1[nH]c2ccccc2c1N=Nc1c(C)n(C)n(-c2ccccc2)c1=O	4.8	1.9	-1.0	100.3	-1.7	2.2	-1.6	-1.5	-24.1	8.1
COc1nccnc1NS(=O)(=O)c1ccc(NC(=O)c2ccccc2Br)cc1	6.2	7.1	-2.2	/	14.2	0.8	-17.6	0.6	23.2	-3.8
Cc1ccc2[nH]cc(C(=O)NCc3cccs3)c(=O)c2c1	-1.7	2.9	1.5	104.7	-11.9	-2.4	27.3	0.8	-6.5	-4.8
O=C(Nc1nccs1)NC(C(F)(F)F)C(F)(F)F	1.3	-5.2	-1.5	81.6	-1.3	-6.5	-3.4	0.1	0.3	-0.6
CCOc1ccc(N/C(C)=C/C(=O)c2ccc(C)o2)cc1	-3.3	5.4	-0.8	102.7	2.1	-1.4	9.1	-2.4	3.3	10.4
COc1ccc(C(=O)CN2C(=O)NC3(CCCc4ccccc43)C2=O)cc1 (configuration not stated)	3.0	10.1	1.6	103.3	6.0	1.5	11.7	-0.3	-3.7	2.3
CCOC(=O)c1cc2cc(-c3c(C(=O)OCC)oc4cc(O)cc(O)c4c3=O)ccc2o1	6.9	-1.2	0.0	93.8	4.9	0.0	-25.2	7.9	9.3	-41.1
COc1ccccc1S(=O)(=O)Cc1ccc(C(=O)NCC2CCCO2)o1 (configuration not stated)	1.1	-1.1	-2.1	73.6	6.0	-0.1	-2.8	0.1	22.9	-0.9
COc1cc(/C=C/C(=O)OCC(=O)Nc2cccc(F)c2)ccc1O	-2.6	-3.1	-2.2	98.8	-10.6	3.5	9.3	-2.1	2.9	11.1
CCOC(=O)c1cnc2c(Cl)cc(Cl)cc2c1NCCOCCO	-3.8	-0.9	-4.0	101.2	-15.8	-1.5	1.3	0.0	-3.3	0.2
CC(C)Cn1c(SCC(=O)c2ccc(Cl)s2)nnc1-c1ccco1	-1.7	-7.7	-1.8	93.5	3.8	-2.8	4.4	1.0	1.0	-4.8
Cc1ccc(S(=O)(=O)N2CCC(=O)N(C(CO)C(C)C)CC2)cc1 (configuration not stated)	4.8	-5.4	-5.8	104.0	4.9	-6.3	-22.5	-0.8	9.2	4.3
CC(C)n1ncc(C(N)=O)c1N	-1.0	-3.3	-0.2	95.7	-0.5	-3.7	19.3	-1.7	6.7	9.8
O=C(CNC(=O)c1ccccn1)N/N=C/c1ccc2c(c1)OCO2	2.6	-5.3	2.2	103.4	-11.1	7.1	-7.5	-0.5	-3.8	3.4
CN1C(=O)CC(N2CCN(c3ccccc3)CC2)C1=O (configuration not stated)	6.0	-7.8	0.9	/	7.0	3.1	-1.9	-2.2	-4.7	11.3

The list goes on, overlapping the part above by two compounds.
SMILES	HTR5A ag ctr	PKA-R1A act	DAGLB inh	DSG3 Ab inh	PKA-R2B activ	V-ATPase pH	HTR5A inv ctr	MOR-DOR ag	Arrestin-AP2 inh	OPRM1-OPRD1 inv
O=C(CNC(=O)c1ccccn1)N/N=C/c1ccc2c(c1)OCO2	2.6	-5.3	2.2	103.4	-11.1	7.1	-7.5	-0.5	-3.8	3.4
CN1C(=O)CC(N2CCN(c3ccccc3)CC2)C1=O (configuration not stated)	6.0	-7.8	0.9	/	7.0	3.1	-1.9	-2.2	-4.7	11.3
CCCN1C(=O)C(=O)N(CC(=O)N2c3ccccc3NC(=O)CC2C)C1=O (configuration not stated)	/	4.1	-3.8	104.3	-0.5	0.1	/	/	/	/
COc1ccc(CNC(=O)C2CCC(CNc3c(N4CCOCC4)c(=O)c3=O)CC2)cc1 (configuration not stated)	-0.7&7.6	-4.8&2.6	1.6&-1.1	117.6&98.2	-10.2&-2.1	-0.2&1.8	2.8&-22.3	-3.2&-0.3	5.6&0.2	16.9&1.9
CCOC(=O)C1CCN(C2=C(NS(=O)(=O)c3ccc(Br)cc3)C(=O)c3ccccc3C2=O)CC1	-3.5	-3.0	30.1	121.4	-5.1	-0.1	13.2	13.0	0.8	-65.1
CCCN1C=CC(=C2C(=O)c3ccccc3C2=O)C=C1	1.5	2.6	-2.8	93.8	8.9	7.9	-3.6	-2.8	27.4	13.6
CCN1CCN(C(=O)CSc2nc(N)cc(N)n2)CC1	-2.8	6.8	-0.2	97.9	0.6	-3.0	7.5	-3.6	-4.8	16.8
CCOc1ccc(CCNC(=O)CN2CCN(Cc3ccc(F)cc3)C2=O)cc1OCC	2.8	-4.9	0.0	92.2	11.4	-1.9	-7.2	-1.4	-10.4	7.2
COC(=O)C1=NNC2(c3ccc(Cl)cc3)C(=O)N(c3ccc(Cl)cc3)C(=O)C12 (configuration not stated)	9.0	2.7	-0.4	101.0	-0.9	-0.5	-31.3	2.8	48.5	-14.5
O=Cc1cccn1-c1ccc(O)cc1	3.3	-3.6	-0.3	102.1	-8.2	-2.9	2.4	-3.4	5.5	16.2
C(=Cc1cnc2ccccc2n1)c1ccc2c(c1)OCO2	/	-10.0	-10.7	104.4	2.2	-0.3	/	/	/	/
CC(=O)c1cccc(S(=O)(=O)Nc2cccc(S(=O)(=O)NC3=NCCC3)c2)c1	2.7	-5.7	-0.2	82.7	-8.4	-2.6	19.7	-3.9	26.1	19.8
COC(=O)[C@H](C)NC(=O)NCc1ccccc1F	-1.1	12.6	2.3	116.5	7.3	1.6	3.0	-1.1	24.1	6.5
O=C1c2ccccc2C(Nc2ccc3c(c2)OCCO3)N1Cc1ccc2c(c1)OCO2 (configuration not stated)	5.1	0.4	-3.1	99.6	-6.8	1.8	-14.1	1.7	20.4	-8.9
O=S(=O)(c1c(F)cccc1F)N(CCc1ccc(F)cc1)C[C@@H](O)COCc1ccccc1	6.3	-6.3	-8.2	104.7	-11.8	-3.3	-23.6	-0.1	-3.0	0.3
Cc1ccc(OCC(=O)NN=C2c3ccccc3-c3ccccc32)cc1	3.7	4.8	-0.8	94.0	-6.5	-0.3	-0.1	-1.2	4.2	6.4
Clc1ccc(COn2ccnc2)cc1Cl	8.2	6.1	0.4	99.8	-8.9	-5.8	-23.4	1.3	9.6	-6.5
O=C1OCCC1Sc1nc2ccccc2n1-c1ccccc1 (configuration not stated)	1.1	4.5	1.4	105.3	-1.2	-0.2	-2.9	-1.3	-6.2	5.5
Cc1ccc(OCCCC(=O)NNC(=O)c2ccccn2)cc1	-1.2	-9.4	8.4	95.2	-1.7	3.9	4.8	-1.0	-5.4	4.9
